# DDE Tn6 FP inh: inhibitors of Tn6 peptide binding to human fibrin DD(E) | AID 720509 | Fibrin DD(E) TRITC-Tn6 fluorescence polarization displacement | 370,000 compounds, 0.21% hits | P02675 | inhibition, % at 8.3 µM;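 active means inhibition above a per-campaign cutoff: mean of compounds within control limits plus 3 SD, cut at about 15% in these data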;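 further: 0% = median of all compound wells on the plate and 100% = blocking peptide control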
# Target sequence (P02675 whole entry, looked up): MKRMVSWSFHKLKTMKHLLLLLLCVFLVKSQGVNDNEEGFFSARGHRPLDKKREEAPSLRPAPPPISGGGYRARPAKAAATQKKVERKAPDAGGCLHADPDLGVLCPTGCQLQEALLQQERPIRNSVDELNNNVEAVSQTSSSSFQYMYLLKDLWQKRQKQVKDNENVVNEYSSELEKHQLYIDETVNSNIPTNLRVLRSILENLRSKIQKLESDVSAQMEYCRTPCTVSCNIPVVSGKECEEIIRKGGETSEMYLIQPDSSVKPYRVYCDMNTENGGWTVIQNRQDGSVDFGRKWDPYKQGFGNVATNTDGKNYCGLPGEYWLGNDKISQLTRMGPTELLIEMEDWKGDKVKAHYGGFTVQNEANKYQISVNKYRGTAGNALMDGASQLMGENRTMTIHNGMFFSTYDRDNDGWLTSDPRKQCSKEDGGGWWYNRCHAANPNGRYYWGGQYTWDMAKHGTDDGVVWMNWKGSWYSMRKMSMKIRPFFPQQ
# Tn7 DDE FP: inhibitors of Tn7 peptide binding to human fibrin DD(E); P02675; FP displacement of FITC-Tn7 peptide from fibrin DD(E); 0% = median of compound wells per plate; inhibition, % at 8.3 µM; 370,000 compounds, 0.13% hits; AID 720508;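 active means inhibition above the mean of compounds falling within the control limits plus 3 SD of them, cut at about 14% in these data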;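 further: 0% = plate median of compound wells and 100% = 10 µM Aha-Tn7 peptide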
#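 Assay system: Human clot-derived fibrin DD(E) complex | Buffer or medium: Tris/NaCl/CaCl2 buffer, pH 7.8 | Repeats: One replicate per compound | Benchmarks: Aha-Tn7 high control | Measure: % inhibition scaled between sample-field median and high-control FP | Schedule: 10 min plus 3 h, room temperature | Signal: Fluorescence polarization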
# ADAM10 inh: ADAM10 inhibition, QFRET primary screen; 370,000 compounds, 0.62% hits; O14672; recombinant ADAM10, EDANS/DABCYL FRET peptide cleavage, 3 h; inhibition, % at 7 µM; AID 720582;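 active means inhibition above a per-campaign cutoff equal to the mean of compounds falling between control-based bounds plus 3 SD, cut at about 20% in these data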;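 further: 0% = DMSO wells while the 100% control is not disclosed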
# ARFGAP1 inhibitor: inhibitors of rat ARFGAP1. Arfgap1-stimulated ARF1 GTP hydrolysis, GDP FP detection. inhibition, % at 16.5 µM. 360,000 compounds, 0.26% hits;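 active means inhibition above a per-plate limit, mean inhibition of low control wells plus 3 SD, cut at about 25% in these data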;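 further: 0% = DMSO wells with enzyme and 100% = wells lacking Arfgap1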
# Target sequence (Q62848 1-136 limits assumed): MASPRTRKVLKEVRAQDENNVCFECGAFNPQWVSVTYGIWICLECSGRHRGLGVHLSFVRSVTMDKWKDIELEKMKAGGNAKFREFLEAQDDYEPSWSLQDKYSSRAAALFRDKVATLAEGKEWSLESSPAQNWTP
#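 Repeats: one replicate per compound; assay system: rat Arfgap1 catalytic domain, aa 1-136; times: enzyme reaction 120 min at 25 °C after 20 min preincubation; detection: FP of antibody-bound GDP Alexa 633 tracer, ex 620/em 688 nm; benchmarks: high control wells lacking Arfgap1, low control full reaction with DMSO; reagent: human ARF1(Δ1-17)-GTP substrate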
# PLCg1 inh: inhibitors of human phospholipase C gamma1; P19174; purified PLC-gamma1, fluorogenic substrate, fluorescence; inhibition, % at 12.2 µM; 370,000 compounds, 0.84% hits; AID 720700; in the data active means inhibition above about 9.5%
# LEDGF integ inh: blocks HIV-1 LEDGF/p75-dependent DNA integration. 370,000 compounds, 0.64% hits. TR-FRET IN-LEDGF/p75 DNA integration, Eu/Cy5. inhibition, % at 3.7 µM;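 active means inhibition above the screen-wide mean plus 3 SD, cut at about 13% in these data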;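 further: signal is the Cy5 over europium emission ratio at 671 and 618 nm; 0% = plate median of compound wells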
# ASAP1 inh: ASAP1 ArfGAP inhibition. inhibition, % at 16.5 µM. 360,000 compounds, 0.19% hits. ASAP1-stimulated ARF1 GTP hydrolysis, GDP FP detection; in the data active means inhibition above about 25%;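 further: 0% = vehicle with enzyme and substrate and 100% = no enzyme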
# ADAM17 inh: inhibitors of human ADAM17 | AID 720648 | P78536 | recombinant ADAM17, EDANS/DABCYL FRET peptide cleavage | inhibition, % at 6.95 µM | 370,000 compounds, 0.83% hits;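 active means inhibition above the mean of compounds lying between control limits plus 3 SD, set per campaign, cut at about 8.5% in these data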;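 further: 0% = DMSO-only wells as the low control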
# TDP2 inh: TDP2 (human) inhibition, absorbance primary screen | O95551 | AID 720702 | 370,000 compounds, 0.34% hits | inhibition, % at 12.8 µM | recombinant TDP2, T5PNP hydrolysis, p-nitrophenol absorbance 415 nm;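 active means inhibition above the mean of all tested compounds plus 3 SD, set per campaign, cut at about 25% in these data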;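 further: 0% = DMSO with enzyme and 100% = buffer with substrate but no TDP2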
# Target sequence (O95551 whole entry, looked up): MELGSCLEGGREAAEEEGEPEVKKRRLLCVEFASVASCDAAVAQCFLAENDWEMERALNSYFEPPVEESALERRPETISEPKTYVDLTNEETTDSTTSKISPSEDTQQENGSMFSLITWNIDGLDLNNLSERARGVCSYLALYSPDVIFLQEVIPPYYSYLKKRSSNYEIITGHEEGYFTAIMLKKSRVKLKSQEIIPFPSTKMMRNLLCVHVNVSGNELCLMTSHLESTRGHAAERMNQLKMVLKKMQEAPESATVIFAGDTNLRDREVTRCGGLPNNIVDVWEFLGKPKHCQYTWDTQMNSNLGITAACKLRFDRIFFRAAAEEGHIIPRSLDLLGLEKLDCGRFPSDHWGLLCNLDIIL
#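 test system = human TDP2 enzyme | input = TDP2 enzyme at 120 nM final | medium = 50 mM Tris-HCl pH 7.5 with Mg2+, KCl, DTT, BSA | also added = T5PNP substrate, 5 mM | times = 2 h at 37 °C | technique = epi absorbance | benchmarks = high control without enzyme, low control DMSO plus TDP2 | replication = each compound tested once, singlicate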
# proKLK7 act: activates the human kallikrein-7 zymogen; P49862; purified proKLK7, EDANS-DABCYL substrate fluorescence; 100% is mature enzyme control, 0% vehicle; activation, % at 7 µM; 370,000 compounds, 0.9% hits; AID 652039;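 active means activation above the mean of all tested compounds plus 3 SD, computed per campaign excluding outliers beyond control limits, cut at about 13% in these data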
# The depositor's hits bear a star.
SMILES,DDE Tn6 FP inh,Tn7 DDE FP,ADAM10 inh,ARFGAP1 inhibitor,PLCg1 inh,LEDGF integ inh,ASAP1 inh,ADAM17 inh,TDP2 inh,proKLK7 act
CCC(C)(C)n1nnnc1C(c1ccc2ncccc2c1)N1CCN2CCCC2C1 (stereo not drawn),2,-11,-6,-8,3,2,-9,4,-23,-0.4
Cc1ccc(NC(=O)Nc2cc(C(F)(F)F)c[nH]c2=O)cc1,2,-5,11,3,0,1,9,3,1,0.6
O=C(NCc1ccccc1)[C@H]1CCCN1C(=O)[C@H]1CCCN1C(=O)c1cccs1,0,6,-1,-13,0,-3,-5,-4,5,0.3
CCC(c1nnnn1-c1ccc2c(c1)OCCO2)N1CCN(C/C=C/c2ccccc2)CC1 (stereo not drawn),11,5,-3,12,3,0,5,0,-7,0.2
O=C(COc1ccc2c(-c3ccccc3)cc(=O)oc2c1)Nc1ccc(CN2CCOCC2)cc1,0,-5,-1,11,-2,-3,1,-7,-1,-1.9
CCOc1ccccc1C(=O)NCC(=O)OCC(=O)N1C(C)CCCC1C (stereo not drawn),-2,1,2,-18,1,-3,10,-2,8,0.0
CCOC(=O)NC(N(O)c1cccc(Cl)c1)C(Cl)(Cl)Cl (stereo not drawn),-5,7,4,18,-1,-4,19,-3,5,0.5
COc1ccc(CN(C(=O)c2cccs2)c2ccccc2)cc1,-4,-6,9,3,-3,2,-5,-1,15,0.6
CN(C)S(=O)(=O)c1ccc(Cl)c(NC(=O)COC(=O)CCC2CCCCC2)c1,4,-1,18,2,5,2,-16,12*,-17,0.8
CCSc1nnc(NC(=O)CN2C(=O)C3CC=CCC3C2=O)s1 (stereo not drawn),3,7,5,-3,0,-1,-2,-4,7,-0.3
CCOc1ccc(NC(=O)Nc2cc(C)on2)cc1,7,-5,-6,-1,1,-1,9,5,7,-0.3
CC(C)c1c(O)nc(SCCC(=O)O)[nH]c1=O,-3,6,-1,7,-1,-3,2,-10,4,-0.5
O=C(NCc1ccc(F)cc1)Nc1ccc(Cl)cc1,4,-1,8,4,7,3,0,3,-6,0.7
CC(=O)Nc1ccc(S(=O)(=O)N2CCN(C(=O)C3COc4ccccc4O3)CC2)cc1 (stereo not drawn),-5,-6,-8,3,1,4,-5,-5,-2,0.5
CC(C)(C)N1C(=O)[C@H]2[C@@H](c3ccc(Br)cc3)N3C(=O)N(c4cccc(F)c4)C(=O)[C@@]3(C)[C@H]2C1=O,3,5,5,6,3,2,-6,-1,5,0.7
CCOC(=O)c1ccc(-c2c(-c3ccc(OC)cc3)oc(=O)c3cc(OC)c(OC)cc23)cc1F,1,-10,-7,-2,-3,3,3,1,-2,0.6
Cc1ccc(NC(=S)NCCCN2CCOCC2)cc1C,4,0,-5,-3,-1,-3,-11,-1,-8,0.0
O=C(NCCCN1CCOCC1)c1ccc2ccccc2c1,-1,2,-9,7,-1,0,7,2,12,-0.2
CCC1(C)Cc2ccccc2-c2nc[nH]c(=O)c21 (stereo not drawn),7,-3,-1,-5,-4,-4,4,-3,-3,0.0
CCOC(=O)C1=C(C)N=C2SC(C)C(=O)N2C1c1ccc(OCC)c(OCC)c1 (stereo not drawn),0,0,-12,7,1,-1,9,3,-21,-1.1
O=C(N/N=C/c1cccn1-c1ccc([N+](=O)[O-])cc1)c1cccnc1,-2,-4,0,4,0,-5,3,-3,5,-0.3
C/C(=C\C(=O)c1ccccc1)Nc1ccc2c(c1)OCO2,0,6,-7,4,-16,1,-6,-8,0,-0.1
CC1CCC(NS(=O)(=O)c2ccc3c(c2)n(C)c(=O)c(=O)n3C)CC1 (stereo not drawn),6,7,-36,6,-12,1,7,-4,5,0.3
COc1ccc(CCNCC(=O)Nc2c(C)cc(C)cc2C)cc1OC,-10,-2,-11,-6,1,0,2,2,14,0.6
CCCCCCN1C[C@H](n2cc(C3CC3)nn2)[C@@H](O)C[C@@H]1c1ccc(C)cc1,8,0,13,9,4,-5,9,15*,-13,0.1
# The listing continues:
SMILES,DDE Tn6 FP inh,Tn7 DDE FP,ADAM10 inh,ARFGAP1 inhibitor,PLCg1 inh,LEDGF integ inh,ASAP1 inh,ADAM17 inh,TDP2 inh,proKLK7 act
CC(Oc1ccccc1)C(=O)NC1CC(C)(C)NC(C)(C)C1 (stereo not drawn),3,0,-1,4,1,-1,10,-5,7,-0.1
O=C(OCc1c(Cl)cccc1Cl)c1ccncc1,-7,5,5,-1,0,1,0,1,-8,0.4
COc1ccc(CN2C(=O)c3cccnc3C2=O)cc1S(=O)(=O)N(C)c1ccc(C)cc1,-1,1,-4,-3,-1,-2,-7,0,-13,0.3
CCOC(=O)c1sc(NC(=O)CS(=O)(=O)c2ccc(C)cc2)nc1C,2,-8,3,13,4,3,5,2,-1,0.3
COc1ccc(C2CC(=O)N3CN(c4ccc(C)c(Cl)c4)CSC3=C2C#N)cc1OC (stereo not drawn),-7,4,-4,-1,-11,0,-15,-4,2,0.2
O=C(Cc1ccc(Br)cc1)OCC(=O)N1CCc2ccccc2C1,4,5,-2,0,-2,-2,9,-1,-4,0.2
COc1ccc(/C=C(\NC(=O)c2cccs2)C(=O)NCc2ccco2)cc1OC,-2,-3,0,-8,-5,-1,-12,2,13,0.5
CCOC(=O)c1c(C)c(C(=O)N2CCCCCC2)c(C)n1C,3,4,-2,-12,-2,-2,9,0,-3,0.0
CCOC(=O)C(NS(=O)(=O)c1ccccc1)(C(F)(F)F)P(=O)(OCC(C)C)OCC(C)C (stereo not drawn),-3,10,-2,-4,-1,2,-9,-6,9,0.0
CCCn1c(SCC(N)=O)nc2c(c1=O)C1(CCCC1)Cc1ccccc1-2,-1,4,4,12,-1,7,12,-5,4,-0.4
CSc1ccc(CN2CCC2(C)C(=O)NC2CCc3ccccc32)cc1 (stereo not drawn),-10,3,-8,16,-4,-8,-2,-2,-4,0.1
O=C(COC(=O)c1ccc2ncsc2c1)Nc1cccc(Cl)c1,2,-10,6,2,-3,4,8,1,-14,0.3
CCOC(=O)C1CCN(C(=O)Cn2cc3c(n2)CCC(C)C3)CC1 (stereo not drawn),-2,0,-2,-7,4,6,-19,0,-1,0.1
O=[N+]([O-])c1ccccc1C(=Nc1ccccc1)c1c(O)cc(O)cc1O,-4,5,3,-2,-1,7,-12,-2,6,0.0
Cc1nc2c(OCCOc3ccccc3)cccn2c1N(C)C(=O)CCC1CCCC1,-1,3,-12,-8,-6,-6,7,-4,7,0.3
Cc1cc(NS(C)(=O)=O)c(=O)n(Cc2cccc(F)c2)c1,-14,3,-60,0,-10,4,-7,-33,-15,0.9
C/C(=N\NC(=O)c1ccc(Br)cc1)c1cccc(NC(=O)c2cccnc2)c1,5,0,-5,2,-10,-2,10,-3,5,-0.9
O=C(c1cccc([N+](=O)[O-])c1)N1CCN(S(=O)(=O)/C=C/c2ccccc2)CC1,2,-3,0,-2,-4,0,3,0,-2,-0.8
O=C(Cc1ccccc1)NCCS(=O)c1ccc(Cl)cc1 (stereo not drawn),-4,-4,5,0,6,2,11,0,-2,-0.1
COc1ccc(CNC(=O)CCc2cc(OC)c(OC)c(OC)c2)cc1,9,7,-9,-2,1,-4,8,-1,-7,0.7
COc1ccc(NC2CC(=O)N(c3cccc([N+](=O)[O-])c3)C2=O)cc1 (stereo not drawn),-2,-6,6,8,3,3,9,2,-8,-0.5
COc1ccc(CCNC(N)=S)cc1OC,-3,-4,0,-2,2,2,-1,0,9,0.5
C=CCN1C(=O)/C(=C/C=C2/N(CC)c3ccc(S(=O)(=O)N(C)C)cc3N2CC)SC1=S,-2,-20,-6,15,-13,4,0,-1,-6,0.7
CC1=C(C(=O)OC2CCCC2)C(c2coc3ccccc3c2=O)C2=C(CCCC2=O)N1 (stereo not drawn),7,-1,-19,-2,-30,1,-4,-7,1,-3.4
COC(=O)Cn1c(C(=O)N(C)C)cc2c1C[C@H]1CN(C(=O)c3ccccc3)[C@@](Cc3ccc(F)cc3)(C(=O)OC)[C@@H]21,-7,8,-32,4,-12,-2,-2,-9,-7,1.1
CC1Oc2ccccc2C=C1/C=N/NC(=O)[C@@H](C)NC(=O)OC(C)(C)C (stereo partly drawn),5,-5,-305,1,-161,1,2,-98,-6,6.0

# Random excerpt: 3 compounds from above, in no set order.
SMILES,DDE Tn6 FP inh,Tn7 DDE FP,ADAM10 inh,ARFGAP1 inhibitor,PLCg1 inh,LEDGF integ inh,ASAP1 inh,ADAM17 inh,TDP2 inh,proKLK7 act
Cc1cc(NS(C)(=O)=O)c(=O)n(Cc2cccc(F)c2)c1,-14,3,-60,0,-10,4,-7,-33,-15,0.9
COC(=O)Cn1c(C(=O)N(C)C)cc2c1C[C@H]1CN(C(=O)c3ccccc3)[C@@](Cc3ccc(F)cc3)(C(=O)OC)[C@@H]21,-7,8,-32,4,-12,-2,-2,-9,-7,1.1
O=C(Cc1ccc(Br)cc1)OCC(=O)N1CCc2ccccc2C1,4,5,-2,0,-2,-2,9,-1,-4,0.2

# Compound profiles, as listed above:
# CC(Oc1ccccc1)C(=O)NC1CC(C)(C)NC(C)(C)C1 (stereo not drawn) as listed: DDE Tn6 FP inh = 3; Tn7 DDE FP = 0; ADAM10 inh = -1; ARFGAP1 inhibitor = 4; PLCg1 inh = 1; LEDGF integ inh = -1; ASAP1 inh = 10; ADAM17 inh = -5; TDP2 inh = 7; proKLK7 act = -0.1
# CCOC(=O)C1CCN(C(=O)Cn2cc3c(n2)CCC(C)C3)CC1 (stereo not drawn) as listed: DDE Tn6 FP inh = -2; Tn7 DDE FP = 0; ADAM10 inh = -2; ARFGAP1 inhibitor = -7; PLCg1 inh = 4; LEDGF integ inh = 6; ASAP1 inh = -19; ADAM17 inh = 0; TDP2 inh = -1; proKLK7 act = 0.1

# Part of the list above, bar-delimited:
SMILES | DDE Tn6 FP inh | Tn7 DDE FP | ADAM10 inh | ARFGAP1 inhibitor | PLCg1 inh | LEDGF integ inh | ASAP1 inh | ADAM17 inh | TDP2 inh | proKLK7 act
COc1ccc(NC2CC(=O)N(c3cccc([N+](=O)[O-])c3)C2=O)cc1 (stereo not drawn) | -2 | -6 | 6 | 8 | 3 | 3 | 9 | 2 | -8 | -0.5
COc1ccc(CCNC(N)=S)cc1OC | -3 | -4 | 0 | -2 | 2 | 2 | -1 | 0 | 9 | 0.5

# Screens: PubChem, The Scripps Research Institute Molecular Screening Center

# No enrichment for hits. Share with any hit: about 4.2%.
